Compound activity from PubChem BioAssay.
PPC-1+TRAIL kill = compounds killing PPC-1 cancer cells with TRAIL present, primary screen, TRAIL potentiator project, ATPLite luminescence, uHTS | PPC-1 cells + TRAIL, ATPLite viability luminescence | cell killing (% activity), % at 4 µM | 0.41% of 220,000 active | AID 1443, 2008;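 active = cell killing above 50% in the first pass at 4 µM, then a duplicate retest at 5 µM averaging 50% or more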;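 note: plate controls were cells with TRAIL plus DMSO for no effect and medium-only wells lacking cells for full effect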
FXIa inh = human FXIa protease inhibitors, primary screen, biochemical, 1536-well; Coagulation factor XI (Homo sapiens), P03951; purified FXIa, Boc-Glu-Ala-Arg-AMC fluorogenic substrate; inhibition, % at 5 µM; 0.14% of 220,000 active; AID 798, 2007;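 active = inhibition of at least 40%; inactive = inhibition below 40%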;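 note: fluorescence of freed AMC excited at 355 nm; 0% = enzyme without compound and 100% = no enzyme blank; many of its hits are not listed in these tables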
FXIIa inh = human FXIIa protease inhibitors, primary screen, biochemical, 1536-well; Coagulation factor XII (Homo sapiens), P00748; 0.3% of 220,000 active; purified FXIIa, Boc-QGR-AMC fluorogenic substrate, 2 h; inhibition, % at 5 µM; in the data active = inhibition above about 40%;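 note: 0% = enzyme with no compound and 100% = blank without enzyme; many of its hits are not listed in these tables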
TNF necrop inh = inhibitors of TNF-alpha triggered necroptosis, primary screen, cell-based, Jurkat FADD-/-, single concentration | Jurkat FADD-/- TNF necroptosis rescue, ATP luminescence, 24 h; 0 = TNF only, 100 = no-TNF cells | activation (protection from cell death), % at 10 µM | 0.068% of 220,000 active | AID 463075, 2010;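 active = activation, meaning protection from cell death, of at least 50% relative to plate controls; inactive = activation below 50%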;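 note: necroptosis triggered by 40 ng/mL TNF-alpha added together with compound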
CHOP inhibitor = inhibitors of CHOP promoter induction, primary screen, cell-based, unfolded protein response, luciferase reporter | 3.8% of 220,000 active | inhibition, % at 10 µM | CHO-K1 CHOP-promoter luciferase, tunicamycin-induced, 15-18 h;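 active = compounds that reduced the stress-induced luciferase reporter signal by more than about 70% of percent inhibition, limit read from the data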;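 note: 0% = tunicamycin plus vehicle and 100% = wells without tunicamycin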
PGE2 EP2 inh = human EP2 receptor antagonists, primary screen, TR-FRET cAMP, C6 glioma cells | Prostaglandin E2 receptor EP2 subtype (Homo sapiens), P43116 | C6 glioma cells expressing human EP2; cells stimulated with saturating PGE2 | inhibition, % at 25 µM | 0.52% of 260,000 active;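 active = percent inhibition above 40 after rounding to a whole number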;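 note: rat C6 glioma host cells with rolipram phosphodiesterase inhibitor present; the protocol text gives 20 µM as final concentration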
Target sequence (P43116 whole entry, looked up): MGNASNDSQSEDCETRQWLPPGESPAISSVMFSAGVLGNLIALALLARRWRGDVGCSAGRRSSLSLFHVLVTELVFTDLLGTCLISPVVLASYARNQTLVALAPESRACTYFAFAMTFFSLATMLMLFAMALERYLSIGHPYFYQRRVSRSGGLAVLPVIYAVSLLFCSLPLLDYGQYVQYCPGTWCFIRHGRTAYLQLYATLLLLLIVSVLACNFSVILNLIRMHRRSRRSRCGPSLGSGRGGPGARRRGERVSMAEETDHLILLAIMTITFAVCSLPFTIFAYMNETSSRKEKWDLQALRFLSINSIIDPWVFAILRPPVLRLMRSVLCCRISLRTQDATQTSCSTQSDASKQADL
zVAD death inh = inhibitors of zVAD-triggered necroptosis, primary screen, L929 cells | 0.38% of 220,000 active | AID 1377, 2008 | viability rescue, % at 10 µM | L929 zVAD necroptosis rescue, ATP luminescence, 24 h; with zVAD 60 µM;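 active = activation, scaled between plate controls, above about 75%, limit read from the data; inactive = activation under that limit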;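 note: 0% = zVAD with DMSO and 100% = DMSO alone without zVAD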
TbHK1 inh = Trypanosoma brucei hexokinase 1 inhibitors, primary screen, biochemical, G6PDH-coupled NADH absorbance, MLSCN library; recombinant TbHK1, G6PDH-coupled NADH A340; inhibition, % at 10 µM; 0.11% of 220,000 active;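 active = inhibition of 50% or more in the single-dose primary screen; inactive = inhibition below 50%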
Wee1 degr inh = Wee1 degradation inhibitors, primary screen, cell-based, HeLa, Wee1K328M-luciferase, luminescence | HeLa Luc-Wee1K328M stability; 100% = proteasome inhibitor MG132 effect | reporter increase, % at 5 µM | 1.2% of 220,000 active | Wee1-like protein kinase (Homo sapiens), P30291 | AID 1321, 2008;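 active = activation above the mean of all tested compounds plus 3 SD, set per screening run, cut at about 8.8% in these data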;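 note: cells exposed to compound for 20 h before luminescence read; 0% = DMSO alone and 100% = MG132 at 30 µM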
Target sequence (P30291 whole entry K328M): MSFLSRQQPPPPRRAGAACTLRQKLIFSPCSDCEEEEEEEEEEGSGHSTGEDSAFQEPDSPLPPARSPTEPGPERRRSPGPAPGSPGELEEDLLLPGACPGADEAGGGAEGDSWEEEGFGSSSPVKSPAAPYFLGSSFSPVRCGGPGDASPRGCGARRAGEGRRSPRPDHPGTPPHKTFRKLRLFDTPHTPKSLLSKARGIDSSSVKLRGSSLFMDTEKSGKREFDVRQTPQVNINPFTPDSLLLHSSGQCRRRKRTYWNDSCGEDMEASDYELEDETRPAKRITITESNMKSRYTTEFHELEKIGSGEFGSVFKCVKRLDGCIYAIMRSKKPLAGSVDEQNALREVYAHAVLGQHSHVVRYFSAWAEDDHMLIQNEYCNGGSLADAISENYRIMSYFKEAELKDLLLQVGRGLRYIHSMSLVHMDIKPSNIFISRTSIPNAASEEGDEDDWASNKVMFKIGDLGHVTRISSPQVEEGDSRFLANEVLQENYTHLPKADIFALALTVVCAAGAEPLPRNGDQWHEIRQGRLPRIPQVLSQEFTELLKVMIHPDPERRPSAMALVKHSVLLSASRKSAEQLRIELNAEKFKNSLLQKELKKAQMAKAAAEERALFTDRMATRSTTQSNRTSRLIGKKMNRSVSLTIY
The depositor's hits bear a star; / = no result given; & = joins results of further samples. This is a subset (hit frequency here may not be typical).

SMILES | PPC-1+TRAIL kill | FXIa inh | FXIIa inh | TNF necrop inh | CHOP inhibitor | PGE2 EP2 inh | zVAD death inh | TbHK1 inh | Wee1 degr inh
CC(C)c1csc(CN2CCC(N3CCC(C(=O)N4CCOCC4)CC3)CC2)n1 | 8 | 6 | 8 | -0.3 | 10 | 2 | -0.6 | 2 | 3
Cc1onc(-c2ccc(Cl)cc2Cl)c1C(=O)/C=C/N(C)C | -5 | 1 | 12 | 0.1 | 7 | 2 | -0.2 | -51 | -1
CCN(Cc1ccncc1)C(=O)CSc1ccc2ccccc2c1 | 14 | -4 | 4 | 0.4 | 37 | 4 | -0.5 | 0 | -2
Cc1ccc(C(C(=O)NC2CCCCC2)N(Cc2ccco2)C(=O)C2COc3ccccc3O2)o1 (stereo not given) | 4 | 5 | 3 | 0.8 | 15 | 13 | 0.0 | 1 | -1
CCOC(=O)c1[nH]c2ccc(OC)cc2c1NC(=O)C(C)N1CCSCC1 (stereo not given) | -4 | -1 | -1 | -4.2 | -7 | 17 | -0.1 | -11 | 0
CC(=O)N1CCc2cc(S(=O)(=O)CCC(=O)NCc3ccco3)ccc21 | 13 | -3 | 8 | 1.5 | 1 | 7 | 0.6 | 2 | -1
COC(=O)c1sccc1-n1cccc1C(=O)C(=O)Nc1ccc(F)cc1 | 10 | -5 | 4 | 0.6 | 12 | 5 | -0.3 | -8 | 1
Cc1cccc(N2CCN(c3nc4nonc4nc3N3CCSCC3)CC2)n1 | 8 | -2 | 10 | 1.8 | 1 | 10 | -0.3 | -14 | 1
COCCNC(=O)C(C)OC(=O)c1cc2sccc2n1C (stereo not given) | 17 | 2 | 16 | 0.1 | 19 | 5 | 0.1 | 5 | -2
O=C1C=C(NCCc2ccccc2)C2(CCCCC2)O1 | 6 | 0 | 7 | 1.2 | 10 | 0 | 1.2 | -5 | -2
O=C(Nc1ccc(N2CCOCC2)c(Cl)c1)c1ccc(Cl)cc1 | 22 | -3 | 3 | 1.8 | -16 | 19&13 | 44 | 1 | 5
Cn1c(=S)c2[nH]c(SCCN3CCCC3)nc2n(C)c1=O | -2 | 3 | 5 | 0.2 | -11 | 5&12 | -0.6 | -42 | 0
CC(C)CNC(=S)NC(=O)c1ccccc1Cl | 9 | -7 | 0 | 4.5 | 5 | 8 | 0.8 | 1 | -1
COc1cc(/C=N/n2cc(-c3ccccc3)[nH]c2=S)cc(OC)c1O | -4 | 4 | 11 | 0.8 | 12 | 16 | 0.4 | -33 | -4
CCOC(=O)c1cc(-c2ccc3c(c2)OCCO3)nc2c1c(C)nn2CCC#N | 10 | -12 | -24 | -5.9 | / | 20 | 1.2 | -11 | -2
COc1ccc(/C=N/NC(=O)c2ccco2)cc1Cn1nc(C)cc1C | 18 | -2 | 0 | -1.1 | 13 | 9 | 0.3 | -30 | -1
Cc1cc(-c2csc(N)n2)c(C)n1CCC(C)C | 0 | -10 | 11 | -8.0 | 79* | 15 | 0.7 | -3 | -2
C=CCC(NCCCO)c1cccc(OC)c1OC (stereo not given) | 17 | 1 | 15 | -2.3 | 4 | 12 | 0.1 | -3 | -1
COC(=O)c1cc(NC(=O)c2ccc(-c3ccccc3)cc2)ccc1Cl | 11 | 20 | 22 | 1.9 | 37 | 8 | 1.4 | 31 | -1
CCOc1ccc(C2CC(c3cccc(OC)c3)Nc3nc(N)nn32)cc1 (stereo not given) | -11 | 2 | 10 | -0.1 | 21 | 10 | 0.4 | 1 | -2
COc1ccccc1CNc1ncnc2cc(Cl)ccc12 | 12 | -8 | -3 | 1.4 | 23 | 13 | 2.4 | 4 | 2
O=C(O)c1cc(-c2cccs2)nn1-c1ccc(F)cc1 | 3 | -9 | 5 | 0.4 | -24 | 10 | 1.9 | 5 | 0
COc1cc(C2NC(=O)NC(C)=C2C(=O)OCc2ccccc2)ccc1O (stereo not given) | 6 | 8 | 13 | / | -3 | 11 | / | / | /
CSc1ccccc1C(=O)NCc1ccc2c(c1)OCO2 | 18 | 0 | 6 | -0.7 | -16 | 10 | -0.1 | 5 | -1
O=C(Cc1ccccc1)Nc1cccc(-c2nnc(-c3ccco3)o2)c1 | 23 | 0 | 16 | -2.3 | 37 | 18 | 0.1 | -3 | -2
O=C(CNC(=O)c1ccc2c(c1)OCCO2)N/N=C/c1ccc(O)cc1O | 4 | 5 | 5 | -3.0 | 34 | 6 | 2.6 | -16 | -1
CCC(=O)N(C)CCc1cc2c(c(OC)c1/C=N/NC(=O)c1ccc(Br)cc1)OCO2 | 6 | 3 | 5 | 2.6 | 1 | 4 | -0.3 | -20 | 0
O=c1cc(CSc2nnnn2-c2ccccc2)nc2scc(-c3ccccc3)n12 | 4 | -10 | 16 | 0.0 | 32 | 8 | 0.2 | -9 | 0
CCOC(=O)c1csc(NC(=O)Nc2cccc(OC)c2)n1 | 9 | 7 | 14 | 1.5 | 29 | 8 | 0.6 | 1 | 1
CCS(=O)(=O)n1nc(-c2ccccc2)nc1SCc1ccccc1 | 4 | 1 | 2 | -1.4 | -27 | 24 | 1.2 | 1 | -1

Already shown: entries from further up.
SMILES | PPC-1+TRAIL kill | FXIa inh | FXIIa inh | TNF necrop inh | CHOP inhibitor | PGE2 EP2 inh | zVAD death inh | TbHK1 inh | Wee1 degr inh
CC(C)c1csc(CN2CCC(N3CCC(C(=O)N4CCOCC4)CC3)CC2)n1 | 8 | 6 | 8 | -0.3 | 10 | 2 | -0.6 | 2 | 3
Cc1onc(-c2ccc(Cl)cc2Cl)c1C(=O)/C=C/N(C)C | -5 | 1 | 12 | 0.1 | 7 | 2 | -0.2 | -51 | -1

An excerpt from above in order of their number in TbHK1 inh, smallest number first.
mol | TbHK1 inh
COc1cc(/C=N/n2cc(-c3ccccc3)[nH]c2=S)cc(OC)c1O | -33
O=C(CNC(=O)c1ccc2c(c1)OCCO2)N/N=C/c1ccc(O)cc1O | -16
CSc1ccccc1C(=O)NCc1ccc2c(c1)OCO2 | 5

(continued)
SMILES | PPC-1+TRAIL kill | FXIa inh | FXIIa inh | TNF necrop inh | CHOP inhibitor | PGE2 EP2 inh | zVAD death inh | TbHK1 inh | Wee1 degr inh
CC(C)(C)c1ccc(OCCCNCc2ccccc2)cc1 | 14 | -8 | -1 | -1.4 | 95* | 6 | -0.4 | 15 | 1
COc1ccc(/C=C/C(=O)OCC(=O)NCCC2=CCCCC2)cc1S(=O)(=O)N1CCOCC1 | -28 | -7 | -1 | 3.0 | -3 | 10 | 2.6 | -9 | 5
Cc1ccc(NC(=O)C(=O)NCCN2CCN(S(=O)(=O)c3ccccc3)CC2)cc1C | 6 | 1 | 7 | -4.1 | 44 | 6 | -0.8 | 5 | -4
Cn1c(C(=O)NCc2ccccn2)cc2c(=O)n(C)c3ccccc3c21 | 18 | 3 | 6 | 0.5 | -8 | 2 | 89* | -1 | -2
Nc1nc2ccc(C(=O)NC3CCCCC3)cc2s1 | -4 | 3 | 9 | -0.1 | 34 | 18 | 1.5 | -4 | 0
CC(=O)N1CCc2cc(S(=O)(=O)NCCC(=O)N3CCN(c4ccccn4)CC3)ccc21 | -13 | 2 | 15 | -0.6 | 7 | 5 | 0.5 | 11 | -1
Cc1nc2ccccc2nc1OCC(=O)NCC(F)(F)F | 19 | -7 | -8 | 0.1 | 37 | 4 | 0.2 | 24 | 1
O=C1CC(SCc2nc3ccccc3[nH]2)C(=O)N1c1ccc(Cl)cc1 (stereo not given) | -21 | -3 | 5 | -0.7 | -25 | 7 | -0.2 | 3 | 5
Cc1nc(SCC(=O)NCc2ccco2)c2c3c(sc2n1)CCCC3 | 25 | -4 | 7 | -0.5 | 1 | 17 | 0.1 | 2 | 1
c1ccc2c(NC3=NCCCCS3)cccc2c1 | 4 | -5 | -2 | 0.0 | -1 | 9 | 0.6 | -12 | -1
CC(C)C[C@@H](CN(C)N=O)N(C[C@H](Cc1ccccc1)N(CCc1ccccc1)N=O)N=O | -11 | -2 | 4 | 2.2 | 28 | 13 | -0.2 | 2 | 0
O=C(Nc1cc(S(=O)(=O)N2CCCCC2)ccc1O)c1ccccc1NS(=O)(=O)c1ccc(F)c(F)c1 | 2 | -2 | 0 | 3.4 | 4 | 6 | 0.6 | -4 | 0
CCOC(=O)N/N=C(C)/C=C/c1ccco1 | 16 | 7 | 13 | 0.5 | -6 | 9 | 0.2 | -4 | 4
Cc1cc(NC(=O)CCN2C(=O)C3C4CCC(C4)C3C2=O)c(C)cc1Br (stereo not given) | 16 | -1 | 10 | -1.1 | 11 | 7 | 1.7 | -1 | -1
C/C(=N\O)C(C)Oc1ccc(Cl)cc1 (stereo not given) | 1 | -3 | -1 | 2.4 | 4 | 7 | 0.5 | -7 | 2
Brc1ccc2c(c1)CNc1c(ncnc1N1CCOCC1)O2 | 6 | 1 | -3 | -4.9 | 8 | 2 | 2.2 | -5 | 1
O=C(NC(Cc1c[nH]c2ccccc12)c1nnc2n1CCCCC2)c1cccs1 (stereo not given) | -6 | 5 | 10 | 1.2 | -12 | 4 | -0.6 | -3 | 1
CCN(CC)CCNC(=O)COc1ccc(Cl)cc1Cl | 10 | 3 | 10 | 0.5 | -21 | 5 | 0.0 | -2 | 11*
CCOC(=O)CC(N)c1ccc(OC)cc1 (stereo not given) | -10 | 12 | 13 | 2.0 | -21 | 10 | -0.5 | 1 | 6
Cc1ccc(-c2ncns2)cc1 | 16 | 3 | 8 | 1.5 | 10 | 12 | 0.3 | 2 | 0
Cn1c(=O)c2[nH]c(N3CCN(c4ccccc4)CC3)nc2n(C)c1=O | -10 | 2 | 10 | 14 | 48 | 5 | 34 | 0 | -1
Cc1noc(NS(=O)(=O)c2ccc(NC(=O)CSc3n[nH]c(-c4ccccc4)n3)cc2)c1C | -14 | 5 | 10 | -1.3 | -5 | 14 | -0.2 | -1 | 2
NC(=O)c1ccc(NCCCN2CCOCC2)c([N+](=O)[O-])c1 | 17 | 2 | 11 | 1.8 | 5 | 5 | 1.0 | 1 | 2
CN(C)CCCNC(=O)C1CCNCC1 | 5 | 4 | 15 | 1.3 | 13 | 5 | 0.8 | -7 | 2
O=c1[nH]c2cc3c(cc2cc1CN(Cc1nnnn1CC1CCCO1)C1CCCC1)OCO3 (stereo not given) | 6 | 5 | 10 | -5.4 | 4 | / | -0.2 | -28 | -1
CC(=O)C(Sc1ccc2nnc(-c3ccc(C)cc3)n2n1)C(C)=O | 17 | -3 | 6 | -0.3 | 14 | 8 | 0.9 | -9 | -3
CS(=O)(=O)N1CCC(C(=O)NCc2ccco2)CC1 | 15 | 10 | 17 | -2.4 | -17 | 11 | 0.0 | 3 | -2
COc1ccc(C(=O)N2CCC(C(=O)c3ccc(F)cc3)CC2)cc1 | 23 | 5 | 20 | -2.0 | 43 | 10 | 0.1 | -1 | 3
CN(C)C(CNS(=O)(=O)c1ccc(F)cc1)c1cccnc1 (stereo not given) | -4 | 2 | 13 | 0.9 | 23 | 12 | 0.8 | -6 | 2
NS(=O)(=O)c1ccc(NS(=O)(=O)c2ccc(NC(=S)Nc3ccccc3)cc2)cc1 | 10 | 7 | 15 | 1.4 | -4 | 0 | 1.0 | -1 | 0
COc1ccc(C(=O)CC(=O)c2ccccc2O)cc1OC | 25 | 10 | -2 | -1.8 | -29 | 3 | 7.7 | -5 | 0
